Source: PubChem
CSN inh: inhibitors of CSN-mediated cullin deneddylation, primary screen, biochemical, fluorescence polarization, uHTS; Purified CSN, SCF-Nedd8-OG deneddylation; COP9 signalosome complex subunit 5 (Homo sapiens), Q92905; inhibition, % at 12.5 µM; AID 651999, 2013; 360,000 tested, 0.38% active;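 active = pattern-corrected inhibition above about 35%, with an unprinted fluorescence ratio check between 0.5 and 1.5, limit read from the data, passing the limit was not always enough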;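 note: 0% = enzyme with substrate and 100% = substrate without enzyme; some results filed as inactive read as strong as hits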
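Schedule: reaction 90 min, room temperature / Assay system: HEK293T-derived human Csn5 enzyme / Input: Csn5 at 0.24 nM final / Measure: inhibition of Csn5 cleavage, % / Control set: substrate-only high control, full reaction low control / Technique: fluorescence polarization of the substrate / Buffer or medium: Tris/NaCl/DTT buffer, pH 7.5 / Reagent: SCFSkp2-Nedd8OG substrate at 10 nM final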
Neddylation inh: inhibitors of cullin neddylation, primary screen, biochemical, TR-FRET, uHTS, NAE and Ubc12; 360,000 tested, 0.58% active; calls only at 25 µM; NEDD8-conjugating enzyme Ubc12 (Homo sapiens) + NEDD8-activating enzyme E1 regulatory …; in the data active = inhibition above about 36%
FAS-TE inh: FAS thioesterase domain inhibitors, primary screen, biochemical, fluorescence intensity, uHTS; recombinant FAS-TE, OMFH fluorogenic substrate, fluorescence endpoint; inhibition, % at 15 µM; 360,000 tested, 0.67% active;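 active = compounds whose normalised, plate-corrected inhibition of enzyme fluorescence in the single-dose primary screen is 50% or more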;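 note: 0% = DMSO with enzyme and 100% = substrate without enzyme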
SKN-1 block: suppressors of acrylamide-induced Pgst-4::GFP reporter in worms, primary screen, SKN-1 inhibitor project, whole organism, uHTS, GFP/RFP fluorescence ratio, strain VP596; 360,000 tested, 0.49% active; C. elegans VP596 Pgst-4::GFP/RFP ratio, 24 h; inhibition, % at 21.8 µM;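 active = interference check ratio from 0.5 to 1.5 plus GFP to RFP signal ratio inhibition reaching or exceeding a fixed threshold, cut at about 30% in these data, passing the limit was not always enough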; note: some compounds called inactive have numbers as strong as hits
NadD inh: inhibitors of S. aureus NadD, primary screen, biochemical, colorimetric, uHTS; inhibition, % at 20 µM; 360,000 tested, 0.78% active; Nicotinate-nucleotide adenylyltransferase NadD (Staphylococcus aureus N315); purified NadD enzyme, colorimetric absorbance read-out; in the data active = inhibition above about 26%; note: some compounds past the cut are filed as inactive
Rin1-Abl PPI inh: inhibitors of Rin1-Abl protein binding, primary screen, biochemical, TR-FRET; 360,000 tested, 0.4% active; inhibition, % at 7.35 µM; Tyrosine-protein kinase ABL1 (Homo sapiens) + Ras and Rab interactor 1 (Homo sapiens), …; in the data active = inhibition above about 5%, passing the limit was not always enough
MT1-MMP act inh: blockers of MT1-MMP proenzyme processing, primary screen, HT1080 RFP-PRO-GFP cells, GFP/RFP fluorescence; Matrix metalloproteinase-14 (Homo sapiens), P50281; GFP/RFP ratio fluorescence, overnight; percent of plate control window, DMSO zero; GFP/RFP ratio change, % at 20 µM; 360,000 tested, 0.061% active; AID 651647, 2012;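 active = GFP/RFP ratio change of at least 30% with cell ATP level not reduced by more than half and red fluorescence within 50% of control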; note: strong numbers were not always called active
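Assay system: HT1080 RFP-PRO-GFP cells. Benchmarks: DMSO vehicle wells and RFP-L50D-GFP reporter cell wells. Times: overnight cell settling, then overnight compound exposure, 37 °C, 5% CO2. Compound: 20 µM single dose, 1% DMSO. Read-out basis: GFP/RFP fluorescence ratio.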
Rpn11 inh: Rpn11 (PSMD14) deubiquitinase inhibitors, primary screen, biochemical, fluorescence polarization, uHTS; 26S proteasome non-ATPase regulatory subunit 14 (Homo sapiens), O00487; human 26S proteasome, Ub4-pepOG fluorescence polarization; 20S core pre-blocked with epoxomicin; calls only at 20 µM; 360,000 tested, 0.59% active;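 active = inhibition at 20 µM, scaled to each plate's controls, above about 33%, limit read from the data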
Target sequence (O00487 whole entry, looked up): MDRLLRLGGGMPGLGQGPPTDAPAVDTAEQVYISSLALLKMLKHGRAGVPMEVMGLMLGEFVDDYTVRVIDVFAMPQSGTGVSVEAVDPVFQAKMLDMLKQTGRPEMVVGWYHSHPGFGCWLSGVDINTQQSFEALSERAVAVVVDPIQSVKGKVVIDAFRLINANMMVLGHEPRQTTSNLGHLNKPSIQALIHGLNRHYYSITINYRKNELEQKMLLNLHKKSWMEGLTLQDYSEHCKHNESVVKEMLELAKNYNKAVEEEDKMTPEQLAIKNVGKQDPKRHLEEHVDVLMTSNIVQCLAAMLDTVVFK
MLLE-PAM2 inh: inhibitors of PABP1 MLLE–PAM2 peptide binding, primary screen, biochemical, fluorescence polarization, FITC-PAM2, GST-MLLE. inhibition, % at 20 µM. 360,000 tested, 0.36% active. AID 588489, 2011; in the data active = inhibition above about 35%, passing the limit was not always enough;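 note: plate controls were DMSO wells with GST-MLLE for no effect and wells lacking GST-MLLE protein for full effect; some results filed as inactive read as strong as hits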
Target sequence (P11940 whole entry, looked up): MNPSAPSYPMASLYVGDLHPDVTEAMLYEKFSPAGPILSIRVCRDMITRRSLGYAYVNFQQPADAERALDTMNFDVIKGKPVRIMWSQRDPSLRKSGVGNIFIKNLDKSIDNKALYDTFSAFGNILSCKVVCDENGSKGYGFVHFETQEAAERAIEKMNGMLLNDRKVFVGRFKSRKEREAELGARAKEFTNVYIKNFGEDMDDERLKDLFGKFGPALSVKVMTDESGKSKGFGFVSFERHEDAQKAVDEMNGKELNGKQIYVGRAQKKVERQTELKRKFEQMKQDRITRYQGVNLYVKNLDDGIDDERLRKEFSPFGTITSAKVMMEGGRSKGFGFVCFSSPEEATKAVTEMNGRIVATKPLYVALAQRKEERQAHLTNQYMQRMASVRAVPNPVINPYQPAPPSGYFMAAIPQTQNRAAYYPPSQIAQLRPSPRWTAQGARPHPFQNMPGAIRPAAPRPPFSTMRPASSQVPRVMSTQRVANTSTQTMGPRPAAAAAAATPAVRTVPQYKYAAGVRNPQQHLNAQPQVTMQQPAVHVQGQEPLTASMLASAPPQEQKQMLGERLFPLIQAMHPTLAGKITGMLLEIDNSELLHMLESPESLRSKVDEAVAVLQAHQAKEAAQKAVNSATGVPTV
Active calls of the source: *; i = inactive; x = no result given.

SMILES	CSN inh	Neddylation inh	FAS-TE inh	SKN-1 block	NadD inh	Rin1-Abl PPI inh	MT1-MMP act inh	Rpn11 inh	MLLE-PAM2 inh
COc1cc(C(=O)Nc2nnc(Cc3ccccc3)s2)cc(OC)c1OC	-5	i	-1	13	-1	-1	4	i	-9
Cc1ccc(S(=O)(=O)N2CCC(C(=O)Nc3ccncc3)CC2)cc1	3	i	0	2	3	-2	8	i	-4
Cc1sc(NC(=O)c2cccc(N3C(=O)CCC3=O)c2)nc1-c1ccccc1	-4	i	6	-2	-2	-3	1	i	-13
CCN(CC)CC(=O)Nc1ccc(-c2nc3cc(NC(=O)CN(CC)CC)ccc3o2)cc1	2	x	-6	25	-5	-3	11	i	5
NC(=O)COC(=O)c1ccccc1OCc1ccccc1Cl	4	i	-2	-3	-4	4	-2	i	3
CC(C)(O)C#Cc1ccc(CN2CCN(C3CCCC3)C(CCO)C2)cc1 (stereo not given)	3	i	-3	6	-4	-1	1	i	-5
Cc1ccccc1NC(=O)CCC(=O)N/N=C/c1cc([N+](=O)[O-])ccc1O	-16	i	26	0	-5	-4	5	i	-3
COc1ccc(NC(=O)CSc2nnc3n2CCCCC3)cc1S(=O)(=O)N1CCOCC1	-1	i	-10	1	1	2	-1	i	-6
O=C(Cn1cnc2ccccc21)c1ccc(Br)cc1	-2	i	-3	-3	2	-3	-3	i	4
CO/N=C\CC(=O)Nc1ccc(Oc2ccccc2)cc1	-7	i	-3	-5	-1	0	3	i	-23
Cc1nn(-c2ccccc2)c(N2CCCC2)c1/C=N/NC(=O)c1cc(-c2ccccn2)nc2ccccc12	-4	i	77*	0	22	-4	-13	i	-31
Cc1ccc(-c2nc(CN(C)C3CCOCC3)c(C)o2)s1	1	i	-3	-2	3	4	-2	i	0
O=C(CSc1cn(Cc2ccccc2)c2ccccc12)NCc1ccc(F)cc1	1	i	10	-10	5	1	4	i	10
O=C(CSc1nncn1-c1ccccn1)Nc1ccccc1Cl	3	i	-5	6	-3	3	2	i	1
CCCN(CCC)CC(O)CN(c1ccccc1)S(=O)(=O)c1ccc(C)cc1 (stereo not given)	0	i	-8	-16	-7	2	-2	i	1
COc1ccccc1C(=O)Nc1ccnn1C1CCN(C/C=C/c2ccc(F)cc2)CC1	8	i	2	-4	1	-2	1	i	-2
COc1ccc(C(=O)C(=O)c2ccc(OCCO)cc2)cc1	1	i	-5	-6	-1	-9	2	i	-5
CN1CCCc2cc(C#N)c(=O)[nH]c21	7	x	-11	20	-5	-2	0	i	7
c1ccc(OCCN2CCN(C(c3ccccc3)c3ccccc3)CC2)cc1	-1	i	18	-4	-7	-2	-2	i	7
CCN(CC)CC(C)(C)COC(=O)c1oc2ccccc2c1C	-1	i	-2	-10	-3	-3	-1	i	-1
CC(=O)Nc1sc2c(c1C(N)=O)CCC2	-4	i	-9	-12	0	-1	-3	i	11
CCN1C(=O)N(C)[C@@H](c2ccccc2)C(C(C)=O)=C1C	2	i	-12	15	1	0	1	i	-2
CCSc1nnc(NC(=O)CCn2c(=O)oc3ccccc32)s1	0	i	-2	13	0	2	-2	i	-14
O=C(NC1CCCCC1)[C@H](CSCc1ccccc1)N1Cc2ccccc2C1=O	-4	i	19	2	-2	-6	-13	i	-8
Cn1c(CSCc2ccc(Cl)cc2)nnc1SCC(=O)Nc1nccs1	-10	i	-11	-4	0	1	6	i	0
COc1cc(NC(=O)Cn2ccsc2=N)c(C)cc1[N+](=O)[O-]	-1	i	-29	7	-8	3	2	i	0
Cc1ccc(Cn2c(CCCO)nc3ccccc32)cc1	-1	i	-3	-1	-3	-1	0	i	5
O=C(CSC1=NCCS1)N1CCCC1	10	i	-5	-6	-7	4	3	i	10
Cc1cc2cc3c(cc2nc1SCC(=O)O)OCCO3	6	i	-5	2	2	-5	3	i	4
C=CCOC(=O)C1=C(C)NC(C)=C(C(=O)OCC=C)C1c1cccs1	4	i	30	13	-3	2	-12	i	-7

No new results follow: an excerpt of the list.
SMILES	CSN inh	Neddylation inh	FAS-TE inh	SKN-1 block	NadD inh	Rin1-Abl PPI inh	MT1-MMP act inh	Rpn11 inh	MLLE-PAM2 inh
Cc1cc2cc3c(cc2nc1SCC(=O)O)OCCO3	6	i	-5	2	2	-5	3	i	4
C=CCOC(=O)C1=C(C)NC(C)=C(C(=O)OCC=C)C1c1cccs1	4	i	30	13	-3	2	-12	i	-7

Continued.
SMILES	CSN inh	Neddylation inh	FAS-TE inh	SKN-1 block	NadD inh	Rin1-Abl PPI inh	MT1-MMP act inh	Rpn11 inh	MLLE-PAM2 inh
Nc1nnc(COc2ccc(Br)cc2Br)s1	8	i	0	3	6	-1	-3	i	-5
CCc1nc(N2CCN(C(=O)CCCl)CC2)c2c3c(sc2n1)CCCC3	0	i	12	17	-4	3	-4	i	-2
Cc1ccc(C)c(NC(=S)NC2CC3CCC(C2)N3Cc2ccco2)c1 (stereo not given)	0	i	-9	-2	-9	5	-2	i	6
O=C(O)CCc1ccc(-c2ccccc2)n1NC(=O)c1sc2ccccc2c1Cl	2	i	6	-3	3	-5	-7	i	10
COc1ccc(NC(=O)c2oc3ccccc3c2NC(=O)c2ccc(OC)c(OC)c2)c(OC)c1	0	x	12	-4	-15	-3	1	i	-17
CN1CCN(c2nc3c(c(=O)[nH]c(=O)n3C)n2CCOc2ccccc2)CC1	-2	i	-5	-12	-7	-1	-5	i	1
COc1ccc(CNC(=O)c2c(-c3cc(Cl)c(OC)c(Cl)c3)noc2C)cc1	-5	i	28	-2	-4	-1	-2	i	-7
COc1cccc(-c2cc(CNC(=O)[C@H]3O[C@@H](n4ccc(=O)[nH]c4=O)[C@H](O)[C@@H]3O)no2)c1	4	i	-5	2	-5	1	1	i	12
CC(C)CCn1c(SCC(=O)c2ccccc2)nc2c1c(=O)[nH]c(=O)n2C	-5	i	-10	-1	-4	3	-9	i	-25
Cc1cc(NC(=O)C2CC(c3ccc(F)cc3)=NO2)no1 (stereo not given)	-2	i	-6	3	1	4	2	i	-8

Ten structures already listed, arranged by heavy-atom count, largest number first.
SMILES	CSN inh	Neddylation inh	FAS-TE inh	SKN-1 block	NadD inh	Rin1-Abl PPI inh	MT1-MMP act inh	Rpn11 inh	MLLE-PAM2 inh
COc1ccc(NC(=O)c2oc3ccccc3c2NC(=O)c2ccc(OC)c(OC)c2)c(OC)c1	0	x	12	-4	-15	-3	1	i	-17
COc1cccc(-c2cc(CNC(=O)[C@H]3O[C@@H](n4ccc(=O)[nH]c4=O)[C@H](O)[C@@H]3O)no2)c1	4	i	-5	2	-5	1	1	i	12
O=C(O)CCc1ccc(-c2ccccc2)n1NC(=O)c1sc2ccccc2c1Cl	2	i	6	-3	3	-5	-7	i	10
COc1ccc(CNC(=O)c2c(-c3cc(Cl)c(OC)c(Cl)c3)noc2C)cc1	-5	i	28	-2	-4	-1	-2	i	-7
CC(C)CCn1c(SCC(=O)c2ccccc2)nc2c1c(=O)[nH]c(=O)n2C	-5	i	-10	-1	-4	3	-9	i	-25
C=CCOC(=O)C1=C(C)NC(C)=C(C(=O)OCC=C)C1c1cccs1	4	i	30	13	-3	2	-12	i	-7
Cc1cc(NC(=O)C2CC(c3ccc(F)cc3)=NO2)no1 (stereo not given)	-2	i	-6	3	1	4	2	i	-8
Cc1cc2cc3c(cc2nc1SCC(=O)O)OCCO3	6	i	-5	2	2	-5	3	i	4
Nc1nnc(COc2ccc(Br)cc2Br)s1	8	i	0	3	6	-1	-3	i	-5
O=C(CSC1=NCCS1)N1CCCC1	10	i	-5	-6	-7	4	3	i	10

Next structures
SMILES	CSN inh	Neddylation inh	FAS-TE inh	SKN-1 block	NadD inh	Rin1-Abl PPI inh	MT1-MMP act inh	Rpn11 inh	MLLE-PAM2 inh
CC1CCCN(C(C(=O)Nc2ccc(C(C)C)cc2)c2ccc3c(c2)OCO3)C1 (stereo not given)	3	i	26	14	1	-1	-7	i	1
CCCc1cc(=O)[nH]c(SCC(=O)Nc2ccc(N3CCCCC3)cc2)n1	-1	i	1	-5	6	5	5	i	-9
C=CCOC(=O)CN1C(=O)c2ccccc2C1=O	-2	i	-8	-1	-1	-2	2	i	13
CCOc1ccccc1OCCN1CCC(Cc2ccccc2)CC1	1	i	-7	0	-7	2	2	i	-13
Cc1ccc(-c2cc(C(=O)NCC3(N(C)C)CCCCC3)c3ccccc3n2)o1	-2	x	-10	-6	-2	-3	0	i	16
CC(C)CC(=O)NC(=S)Nc1ccc(NC(=O)c2ccco2)cc1	-7	i	-3	6	-1	-1	2	i	20
COc1ccc(NC(=O)CSCC(=O)N(C)Cc2c(F)cccc2Cl)cc1	1	i	-2	6	-1	0	3	i	2
CCCCCCC[C@@H](C/C=C/CCC(=O)O)OC	0	i	-12	-7	-2	1	0	i	-12
O=C(NCCc1ccc2c(c1)OCCO2)c1cc2ccccc2o1	0	i	3	13	-2	3	0	i	-4
COCCn1c(=O)[nH]c2cc(C(=O)Nc3ccc(OC)c(Cl)c3)ccc2c1=O	2	i	-8	10	1	0	1	i	3
O=[N+]([O-])c1ccc(C[n+]2ccccc2)cc1	-1	i	-6	-3	2	3	2	i	3
Cc1cccc(OCC(=O)Nc2cc(C)c(C)cc2O)c1	4	i	-16	6	-1	1	7	i	1
Cc1ccccc1-n1nc(C)c2cc(C(=O)NC3CC3)sc21	0	i	-4	15	-4	4	-2	i	3
O=C(NCC1COc2ccccc2O1)c1cccc(S(=O)(=O)N2CCCCC2)c1 (stereo not given)	-2	i	27	-10	-7	2	5	i	12
O=C(NCCS(=O)(=O)N1CCN(c2ccccc2)CC1)C1CCCCC1	1	i	-5	-4	-2	0	1	i	-5
Cc1ccn2cc(-c3cccc(NC(=O)C(C)C)c3)nc2c1	-2	x	-9	-5	-4	-1	2	i	-2
CCOc1cc(/C=C2\C(=O)N(CCC#N)N=C2C)ccc1OCC(N)=O	-3	i	-8	-2	0	5	2	i	6
O=C(Cc1c(F)cccc1Cl)Nc1ccc(S(=O)(=O)N2CCCC2)cc1	5	i	5	10	-4	0	3	i	-9
CCOC(=O)CSc1nc2cc(OCC)ccc2cc1C#N	6	i	16	6	-6	-5	-10	i	-12
Cc1ccc(NS(=O)(=O)c2cc(NC(=O)c3cc4c(s3)CCCC4)ccc2C)c(C)c1	3	i	23	4	16	-15	-14	i	-4
CCOC(=O)CCCCC(=O)c1[nH]c(=O)[nH]c1C[n+]1ccc(C)cc1	-1	i	3	-8	1	23*	-1	i	4
O=c1[nH]n(CCO)c(=O)c2cccnc12	0	i	-6	-1	0	2	1	i	9

Rows were taken by chance. Share with any hit: about 3.9%.
